Screening results: PubChem BioAssay, several laboratories
SARS 3CLpro inh: SARS-CoV 3CLpro protease inhibition; P0C6X7; recombinant SARS-CoV 3CLpro, quenched FRET peptide cleavage; inhibition, % at 6 µM; hit rate 0.14% among 290,000; in the data active = inhibition above about 12%
Vc quorum ag: inducers of Vibrio cholerae quorum light production without autoinducers. V. cholerae BH1578 lux reporter, luminescence, 6 h. activation, % at 18.7 µM. hit rate 0.16% among 350,000. AID 588436; in the data active = activation mostly above about 9.7%, no sharp cut-off; also: not every result past the cut was called active; inactives centre near 0; reference of the scale not given here
Rv3671c inh: inhibits the M. tuberculosis serine protease Rv3671c; inhibition, % at 5.96 µM; hit rate 0.048% among 320,000; AID 2606; in the data active = inhibition above about 38%;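 also: extracellular domain of Rv3671c used as enzyme; 0% = enzyme with DMSO and 100% = no enzyme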
Target sequence (P9WHR9 whole entry, looked up, the tested form may be a part): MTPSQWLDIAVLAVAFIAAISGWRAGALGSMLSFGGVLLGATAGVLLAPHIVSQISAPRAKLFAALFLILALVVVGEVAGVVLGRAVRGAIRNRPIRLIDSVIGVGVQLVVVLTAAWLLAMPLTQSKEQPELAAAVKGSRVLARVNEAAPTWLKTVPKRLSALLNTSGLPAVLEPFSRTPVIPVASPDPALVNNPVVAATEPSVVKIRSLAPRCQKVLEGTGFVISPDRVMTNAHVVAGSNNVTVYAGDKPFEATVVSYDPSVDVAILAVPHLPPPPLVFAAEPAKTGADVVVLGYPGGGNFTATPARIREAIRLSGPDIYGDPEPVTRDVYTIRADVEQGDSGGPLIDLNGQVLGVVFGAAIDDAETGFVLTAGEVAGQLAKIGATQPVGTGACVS
VHR inh abs: blocks human VHR1 dual specificity phosphatase. recombinant VHR phosphatase, pNPP absorbance. P51452. hit rate 0.52% among 290,000. inhibition, % at 13.3 µM. AID 1654; in the data active = inhibition above about 50%; also: some compounds called inactive have numbers as strong as hits
Target sequence (P51452 whole entry, looked up): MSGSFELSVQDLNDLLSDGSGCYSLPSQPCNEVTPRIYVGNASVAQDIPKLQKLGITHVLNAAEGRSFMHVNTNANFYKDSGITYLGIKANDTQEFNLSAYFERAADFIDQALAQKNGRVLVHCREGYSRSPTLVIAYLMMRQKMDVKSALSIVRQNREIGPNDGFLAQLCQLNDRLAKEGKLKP
PriA SSB inh: blocks PriA binding to SSB C-terminal tail; AlphaScreen SSBct-PriA binding, biotinylated peptide; inhibition, % at 33 µM; hit rate 0.6% among 430,000; in the data active = inhibition mostly above about 37%, no sharp cut-off; inactive = mostly below about 20%;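 also: plate controls were negative control peptide for no effect and reference peptide for full effect; strong numbers were not always called active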
GDH-TPI inh: counter-screen for M. tuberculosis FBA inhibitors: GDH-TPI coupled enzymes | inhibition, % at 4.8 µM | hit rate 1.2% among 360,000 | AID 588335 | GDH-TPI coupled enzyme counterscreen, NADH absorbance; in the data active = inhibition above about 30%;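 also: 0% = DMSO wells and 100% = wells lacking the enzyme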
Mtb BioA inh: BioA (M. tuberculosis) enzyme inhibition; inhibition, % at 9.99 µM; purified M. tuberculosis BioA enzyme, plate reader; hit rate 0.096% among 360,000; in the data active = inhibition above about 40%
MazEF act: activators of E. coli MazEF toxin-antitoxin RNase; P0AE70; hit rate 0.32% among 350,000; FAM/BHQ RNA-DNA oligo cleavage fluorescence, 5 h; activation, % at 20 µM; AID 504720; in the data active = activation above about 50%
Target sequence (P0AE70 whole entry, looked up): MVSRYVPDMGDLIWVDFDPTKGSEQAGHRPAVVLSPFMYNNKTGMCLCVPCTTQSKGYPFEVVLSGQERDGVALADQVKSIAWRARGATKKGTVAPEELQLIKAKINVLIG
Mtb UGM inh: inhibitors of M. tuberculosis UDP-galactopyranose mutase. purified UGM, fluorescence polarization probe displacement. hit rate 0.06% among 320,000. AID 504406. inhibition, % at 10 µM. P9WIQ1; in the data active = inhibition above about 10%, passing the limit was not always enough
Mtb FBA inh: Mtb fructose-bisphosphate aldolase inhibition; P9WQA3; purified M. tuberculosis FBA, fluorescence read-out; hit rate 2.3% among 360,000; inhibition, % at 1 µM; in the data active = inhibition above about 27%;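 also: 0% = vehicle and 100% = reference inhibitor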
Target sequence (P9WQA3 whole entry, looked up): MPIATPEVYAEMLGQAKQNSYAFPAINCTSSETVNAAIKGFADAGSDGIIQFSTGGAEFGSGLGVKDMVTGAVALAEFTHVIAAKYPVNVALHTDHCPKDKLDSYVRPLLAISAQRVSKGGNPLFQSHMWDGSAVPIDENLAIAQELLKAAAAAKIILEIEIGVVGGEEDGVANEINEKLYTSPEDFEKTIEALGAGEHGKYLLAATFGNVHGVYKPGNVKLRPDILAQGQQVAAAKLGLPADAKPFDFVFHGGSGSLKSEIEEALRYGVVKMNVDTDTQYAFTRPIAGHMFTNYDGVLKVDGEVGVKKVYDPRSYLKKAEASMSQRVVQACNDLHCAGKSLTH
* hit, by the source's call; i = inactive; · = not tested or not shown; & = joins results of further samples. These rows are one share of the data (hit frequency here may not be typical).

The line under a structure holds: SARS 3CLpro inh	Vc quorum ag	Rv3671c inh	VHR inh abs	PriA SSB inh	GDH-TPI inh	Mtb BioA inh	MazEF act	Mtb UGM inh	Mtb FBA inh
- COc1ccc(NC(=O)CN2C(=O)NC(c3ccccc3)(c3ccccc3)C2=O)cc1
 : -8	-0.3	-18	14	-2	5	0.2	6	1.6	3
- COc1ccc(-c2[nH]ncc2CNC(C)c2ccccc2Cl)cc1F (configuration not stated)
 : 1	-3.1	1	14	2	3	·	5	0.0	4
- CC(C)(C)C(=O)Nc1ccc2oc(-c3cc(F)c(F)cc3Cl)nc2c1
 : 2	5.3	14	23	-10	19	0.9	-6	0.9	53*
- NC(=O)c1ccc[n+](CC(=O)c2ccc(NC(=O)c3ccccc3)cc2)c1
 : -3	i	2	-2	-13	13	-0.9	9	0.3	1
- C/C=C/c1ccc(OCC(=O)OCC)c(OC)c1
 : 2	-2.4	-1	24	-7	-2	-1.1	1	0.3	6
- O=C(O)c1ccccc1NS(=O)(=O)c1ccccc1C(F)(F)F
 : 6	8.3	6	-12	3	12	0.6	3	1.3	-1
- CC(=O)c1cccc(-c2cnc3c(NC=O)cc(-c4ccc(N(C)C)cc4)cn23)c1
 : ·	0.5	·	·	·	12	-0.3	·	·	-1
- O=C(/C=C/c1ccccc1)NCCS(=O)(=O)N1CCN(c2ccccc2F)CC1
 : ·	-0.8	-2	·	-2&-6	5	-0.9	-11	-0.7	5
- CCc1ccc(S(=O)(=O)NCc2cccnc2)cc1
 : 1	i	-4	8	-9	3	3.5	7	0.9	1
- CCOC(=O)c1nonc1NC(C)=O
 : 2	-0.3	5	27	-16	-1	-0.6	4	-0.8	2
- Cc1cc(C)n2nc(SCC(N)=O)nc2n1
 : 5	i	8	24	1	-3	·	-3	1.9	-1
- COc1cc(C(=O)N2CCN(C3=NS(=O)(=O)c4ccccc43)CC2)cc(OC)c1OC
 : ·	-0.8	·	·	·	-5	9.9	2	·	-4
- O=C(c1ccc([N+](=O)[O-])s1)N1CCN(c2ccc(C(F)(F)F)cn2)CC1
 : -2	-0.3	6	11	-11	11	-0.6	7	-3.3	-2
- Clc1ccc(CCNc2ncnc3c2nnn3Cc2ccccc2)cc1
 : 0	3.1	3	6	-23	7	2.3	-3	3.5	-2
- O=C(OCCN1CCN(c2ncc(C(F)(F)F)cc2Cl)CC1)c1ccc(Cl)cc1
 : 3	·	-1	-11	-23	-5	0.1	-14	6.6	-2
- Cc1[nH]n(-c2nc(-c3ccc(Cl)cc3)cs2)c(=O)c1N=Nc1ccc(O)cc1
 : 2	i	-2	-21	0	6	·	11	-0.3	-2
- CCC(CO)Oc1cc(NC(=O)c2ccccc2F)c2ncn(C(C)C)c2c1 (configuration not stated)
 : ·	i	0	·	4	16	5.1&5.2	1	1.1	4
- CN1C[C@@H]2C(c3ccc(Cl)nc3)C3(c4ccc(C#N)cc4)CC2(C3)[C@H]1c1ccccc1 (some centres not stated)
 : ·	0.8	-8	15	13	1	-0.7	-7	-1.1	-2
- O=C(CCc1ccccc1)Nc1ccncc1
 : -1	i	-4	-8	-1	2	·	4	-0.6	5
- CCc1cccc(OCC(=O)Nc2ccc(S(=O)(=O)Nc3ccccn3)cc2)c1
 : 1	-0.3	-1	31	-2	-1	·	4	0.8	3
- CN(CC(=O)Nc1ccccc1Cl)C(=O)CN1C(=O)C2CC=CCC2C1=O (configuration not stated)
 : ·	-0.3	4	·	-5	3	0.1	-15	3.7	6
- COc1ccccc1Cn1c(=S)[nH]c2cc(C(=O)NCCN(C)C)ccc2c1=O
 : 0	i	-14	-16	4	3	-1.4	-1	-0.3	2
- COc1cc2c(cc1OC)C(C(=O)Nc1ccccn1)C(c1cccnc1)N(C)C2=O (configuration not stated)
 : 1	i	1	10	-9	-6	-1.2	-8	0.3	0
- CCOc1ccccc1-c1nn2c(Cc3ccccc3)nnc2s1
 : -4	0.7	-12	29	-15	-6	0.2	-5	-1.2	12
- COc1cccc(C(N)=O)c1
 : ·	-0.4	-4	·	3	7	-1.3	4	1.0	1
- O=C(Nc1ccc(Br)cc1Cl)NC1CC1
 : 0	i	-6	35	-22	-1	·	2	-0.7	2
- Cc1ccc(Cn2nnnc2CN2CCC(n3nnc4cc(C(F)(F)F)ccc43)CC2)cc1
 : -3	-0.4	-4	14	-14	5	3.0	4	0.9	-10
- O=C(Nc1cc(Cl)ccc1N1CCOCC1)c1ccco1
 : 1	i	·	-2	-10	4	-2.0	-5	0.0	-2
- CCOC(=O)C(=O)Nc1ccc(Oc2ccccc2)cc1
 : 1	i	5	39	-14	5	0.6	1	0.2	-2
- O=C(COC(=O)c1cc2c(s1)CCCCC2)NC1CCS(=O)(=O)C1 (configuration not stated)
 : ·	i	-2	·	-13	7	0.8	0	0.4	1
- CC(=O)NC(O)C(=O)c1ccccc1 (configuration not stated)
 : 1	0.3	-5	34	-3	-7	2.8	-2	-2.7	5
- CC1CCN(C(=O)C2CCN(CC(C)c3ccccc3)CC2)CC1 (configuration not stated)
 : 3	·	7	5	-3	8	0.2	1	-1.0	2
- CSc1nnc(-c2ccc(F)cc2)o1
 : 0	-1.7	-4	10	6	13	-0.6	1	-1.1	1
- Fc1ccc2c(c1)nnn2C1CCN(Cc2nnnn2C2CCCCC2)CC1
 : 4	2.1	-4	4	-15	-8	-0.2	8	-0.4	0
- CC(C)(C#N)Nc1ccccc1
 : 2	-0.4	0	2	-23&10&-28	2	-1.1	1	-0.9	1
- CCn1nc(C)c(CN2CCN(Cc3cccc(OC)c3)C(CCO)C2)c1C (configuration not stated)
 : 3	i	2	18	-2	-1	0.9	13	1.1	-1
- CCS(=O)(=O)N1Cc2ccccc2CC1C(=O)N(C)Cc1ccc(OC)cc1OC (configuration not stated)
 : 4	-0.2	-6	8	1	-2	-0.7	3	0.4	7
- COCc1c(C(=O)NCC(c2ccco2)N2CCCC2)oc2ccccc12 (configuration not stated)
 : ·	-0.2	·	·	·	21	-2.0	-9	·	3
- CCOc1ccccc1OCC(=O)Nc1cccc(S(=O)(=O)NC2=NCCCCC2)c1
 : ·	-0.2	-5	·	-1	2	-0.4	-1	0.5	-1
- CC1(C)C(=O)OC(/C=C\c2cccc([N+](=O)[O-])c2)C(C)(C)C1=O (configuration not stated)
 : 5	-0.5	0	-3	5	-6	·	6	0.0	3

Record cards, from the list above. Values in the order: SARS 3CLpro inh, Vc quorum ag, Rv3671c inh, VHR inh abs, PriA SSB inh, GDH-TPI inh, Mtb BioA inh, MazEF act, Mtb UGM inh, Mtb FBA inh
Record of COc1cc2c(cc1OC)C(C(=O)Nc1ccccn1)C(c1cccnc1)N(C)C2=O (configuration not stated) → 1, i, 1, 10, -9, -6, -1.2, -8, 0.3, 0
Record of Cc1ccc(Cn2nnnc2CN2CCC(n3nnc4cc(C(F)(F)F)ccc43)CC2)cc1 → -3, -0.4, -4, 14, -14, 5, 3.0, 4, 0.9, -10
Record of CN(CC(=O)Nc1ccccc1Cl)C(=O)CN1C(=O)C2CC=CCC2C1=O (configuration not stated) → ·, -0.3, 4, ·, -5, 3, 0.1, -15, 3.7, 6
Record of CC1(C)C(=O)OC(/C=C\c2cccc([N+](=O)[O-])c2)C(C)(C)C1=O (configuration not stated) → 5, -0.5, 0, -3, 5, -6, ·, 6, 0.0, 3

(cont.)
The line under a structure holds: SARS 3CLpro inh	Vc quorum ag	Rv3671c inh	VHR inh abs	PriA SSB inh	GDH-TPI inh	Mtb BioA inh	MazEF act	Mtb UGM inh	Mtb FBA inh
- CCOC(=O)C1=C(C)N(C)C(=O)NC1c1cccc2ccccc12 (configuration not stated)
 : -6	i	1	13	2	3	0.4	0	-1.9	17
- COC(=O)c1ccc(OCCOc2ccc(C(=O)OC)cc2)cc1
 : 2	i	0	28	2	5	2.1	-19	-1.4	7
- CCOc1cc(C(=O)Nc2cc(OC)cc(OC)c2)ccc1OCC(=O)N1CCOCC1
 : ·	-1.5	-2	·	-7	0	-1.0	4	2.2	3
- CCOc1ccccc1NC(=O)CSc1nnc(CNC(=O)c2ccco2)o1
 : -6	-2.0	9	24	-10	1	0.0	4	1.8	0
- CC(=O)OCCCN1C(=O)c2ccc(Br)cc2C1=O
 : 0	i	-6	8	-7	-3	1.3	11	-2.2	-1
- Cc1cc(F)ccc1S(=O)(=O)NCC1CC2CCC1C2 (configuration not stated)
 : -1	i	-12	40	-15	0	1.3	-1	0.5	0
- CN(C(=O)CSc1nc(-c2ccc(F)cc2)cs1)C1CCS(=O)(=O)C1 (configuration not stated)
 : 5	i	-7	24	-1	8	0.5	3	-2.8	4
- Cc1c(NP(=S)(C(C)(C)C)C(C)(C)C)c(=O)n(-c2ccccc2)n1C
 : -4	i	9	42	8	0	·	1	-0.5	-1
- CC(=O)c1ccc(NC(=O)C(C)OC(=O)c2ccc(NS(=O)(=O)c3ccc4[nH]c(=O)[nH]c4c3)cc2)cc1 (configuration not stated)
 : ·	0.1	·	·	-4	18	1.4	3	·	2
- CCOC(=O)C1=C(c2ccccc2)N=c2s/c(=C\c3ccco3)c(=O)n2C1c1cccs1 (configuration not stated)
 : -2	1.4	1	-1	·	21	·	-7	-2.8	-4
- Cc1cc(SCC(=O)OCC(=O)NCc2ccc3c(c2)OCO3)c(C)cc1Br
 : 6	i	2	-8	-14	5	·	1	-0.4	-1
- CC(C)c1cccc(OCCN2CCCC2)c1
 : -3	-0.7	-4	30	1	6	-1.7	17	1.4	1
- NC(=O)c1ccc(NC(=O)COC(=O)CC2CC3CCC2C3)cc1 (configuration not stated)
 : ·	-4.3	-1	·	-6	7	-0.5	1	-3.6	-2
- COc1ccc(OC)c(CN2CCN(C(=O)c3cccc4ccccc34)CC2)c1
 : -1	1.6	2	5	19	14	0.1	-5	1.2	2
- CN(CC(=O)N1CCc2ccccc21)S(=O)(=O)c1ccc(Cl)cc1
 : -1	8.3	5	-9	-2	-3	9.8	-12	1.0	2
- O=C1c2cccc3c([N+](=O)[O-])ccc(c23)C(=O)N1Cc1cccnc1
 : 4	-0.6	·	15	-7	4	·	35	·	-5
- C[C@@H]1CN(S(=O)C(C)(C)C)[C@H](CCO)/C1=C\CCO (some centres not stated)
 : ·	-1.4	·	·	-9	3	-1.9	1	·	-2
- CCOc1ccc(NC(N)=O)cc1OCC
 : 3	0.3	2	19	32	10	·	5	4.0	0
- CC(C)CCn1c(O)c(N=Nc2ccccn2)c2ccccc21
 : 2	-0.5	-6	7	-39	12	0.6	-17	0.0	-7
- COCC(=O)N(C)C1(c2nnnn2CCOC(=O)Nc2cccc3ccccc23)CCCC1
 : 0	i	7	-9	5	-3	-0.6	6	1.3	4
- C/C(=N\NC(=O)OC(C)(C)C)c1ccccc1Br
 : 0	i	15	26	·	6	·	-12	-0.1	2
- O=S(=O)(c1ccccc1)N1CN2CCN(C2)C1
 : 2	-0.7	3	4	2&-6	-3	-1.9	6	1.1	1
- COc1ccc(N2CCN(C(=O)CN(C)S(=O)(=O)c3ccc4c(c3)c(=O)n(C)c(=O)n4C)CC2)cc1
 : 2	-0.2	-3	6	-4	3	·	3	0.1	2
- Cc1ccc(-c2nn(-c3ccccc3)cc2C2CC(c3cccs3)=NN2C(=O)CCCC(=O)O)cc1 (configuration not stated)
 : 3	-0.4	-10	31	-7	9	-1.5	-2	0.0	5
- COc1ccc(CNC(=O)CCSCc2ccccc2C)cc1
 : 3	-0.5	11	-29	4	-1	·	3	1.7	-5
- COc1ccc(Nc2cc(C)c3ccccc3n2)cc1
 : 1	-0.3	8	41	-3	-3	·	5	-2.2	2
- Cc1ccc(S(=O)(=O)N2CCCCC2c2cccnc2)c(C)c1C (configuration not stated)
 : 6	-0.5	5	-5	1	1	·	2	-4.0	2
- NC(=O)c1c(NC(=O)CCCn2cnc([N+](=O)[O-])n2)sc2c1CCCC2
 : -4	0.0	0	4	3	9	3.5	-1	0.4	-1
- COc1ccc(Cc2nnc(NS(=O)(=O)Cc3ccccc3)s2)cc1
 : -4	-7.9	-1	4	6	5	-0.6	-13	2.3	0
- CCCCn1c(O)c(C(CC)=NCc2ccc(F)cc2)c(=O)[nH]c1=O
 : 5	-0.1	5	23	6	2	17	7	-0.4	2
